Screening data from PubChem BioAssay.
RGS4 inhibitor = inhibitors of human regulator of G protein signaling 4; Transcreener GDP fluorescence polarization, RGS4-accelerated GTP hydrolysis; 390,000 tested, 0.039% active; Potency, µM (doses to about 114 µM), inactives show at the highest dose activity change, negative = inhibition, usual class: inhibitors; AID 504845; also: potency is read from the fitted curve at half-maximal effect; % is scaled to controls: 0 for no effect and ±100 for the full control effect; nearly all actives have a fitted effect of over 75% in size; some results filed as inactive show a strong effect at the top dose
Target sequence (P49798 whole entry, looked up): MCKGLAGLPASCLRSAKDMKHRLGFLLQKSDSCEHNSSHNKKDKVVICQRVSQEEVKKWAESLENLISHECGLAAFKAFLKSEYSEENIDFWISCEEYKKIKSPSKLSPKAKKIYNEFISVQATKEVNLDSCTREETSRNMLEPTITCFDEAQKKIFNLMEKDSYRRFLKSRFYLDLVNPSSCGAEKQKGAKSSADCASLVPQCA
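MLSMR compounds (23 nl, pin-transferred) preincubated 10 min at room temperature with a 500nM (2x) first reagent, then RGS4 at 900nM (2x) plus Transcreener GDP mix added; fluorescence polarization (620/688 nm) read before and after 90 min at 30 °C.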
POLH inh = DNA polymerase eta (human) inhibition | recombinant Pol eta, fluorescent DNA replication assay | Potency, µM (highest dose often 114 µM), inactives show top-dose activity change, negative = inhibition, hits mostly inhibitors | 390,000 tested, 1.2% active | AID 588591; also: potency is read from the fitted curve at half-maximal effect; % is scaled to controls: 0 for no effect and ±100 for the full control effect
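Fluorescent replication assay: 50 nM final substrate added after a 15 min room-temperature compound preincubation with 10 nM enzyme. Signal taken at 0 min and again at 10 min.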
ERG-DNA inh = blocks human ERG Ets domain binding to DNA; P11308; fluorescence polarization, His-ERG Ets domain / labelled DNA; Potency, µM (titrated, usually from 76.9 µM), for the others: at the highest dose FP activity, negative = inhibition, usual class: inhibitors; 370,000 tested, 0.028% active; active = well fitted inhibition curve with a large enough effect in the polarisation, with a control signal flat; inconclusive = small, poorly fitted or top-dose-only effect, or effect the other way, or a change in a side signal; inactive = no such curve, though single readings can be large or run the other way; the % refers to the polarisation;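 also: polarization taken with two DNA probes labelled with fluorescein and Texas red; potency is read from the fitted curve at half-maximal effect; % of control where 0% means no effect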
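His-tagged ERG Ets domain (1 uM in the protein solution; 300mM KCl, 50mM Tris-HCl, 1mM EDTA, 1mM DTT, pH 7.5) received compound, then a probe mix of 5 nM fluorescein-DNA and 100nM Texas-615-DNA. Fluorescence polarization was read for both dyes.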
Anesthetic bind = candidate novel general anesthetic via apoferritin binding. AID 485281. Potency, µM (titrated, usually from 77.5 µM), for the others: at the top dose activity change, negative = displacement, most hits filed as inhibitors. apoferritin/1-aminoanthracene competitive binding, fluorescence. P02791. 350,000 tested, 0.074% active; also: potency is read from the fitted curve at half-maximal effect; % is scaled to controls: 0 for no effect and ±100 for the full control effect; nearly all actives have a fitted effect of over 20% in size
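Steps: apoferritin (10 uM) was premixed with half-saturated 1-AMA in PBS, compounds were pin-transferred, plates stood 10 min at room temperature, fluorescence was read at 380/535 nm, and curves were fitted with a Hill equation.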
ALOX12 inh = blocks human arachidonate 12S-lipoxygenase | AID 1671190 | 580,000 tested, 1.1% active | purified 12hLO, xylenol orange hydroperoxide absorbance | P18054 | Potency, µM (top dose mostly 108 µM), inactives show at the top dose activity change, negative = inhibition, hits mostly inhibitors; also: potency is read from the fitted curve at half-maximal effect; % is scaled to controls: 0 for no effect and ±100 for the full control effect
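Hydroperoxide product was detected by ferrous iron/xylenol orange as the 573 to 405 nm absorbance ratio. Arachidonic acid at 40 uM (final) was turned over for 30 min at room temperature by 150 nM human 12hLO, pH 7.0 Hepes buffer, after 15 min compound preincubation.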
APEX1 inh = inhibitors of human APE1 endonuclease; 350,000 tested, 0.35% active; AID 2517; Potency, µM (titrated, usually from 65.8 µM), without a hit: top-dose activity change, negative = inhibition, most hits filed as inhibitors; P27695; recombinant APE1, TAMRA/BHQ-2 abasic DNA cleavage fluorescence;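 also: potency is read from the fitted curve at half-maximal effect; plate controls were vehicle for no effect and reference inhibitor for full effect; nearly all actives have a fitted effect of over 55% in size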
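APE1 at 0.75 nM final was preincubated with compound 15 min at room temperature, then 50 nM double-stranded THF abasic-site substrate (5'-TAMRA/3'-BHQ-2) was added. Fluorescence (ex 525/em 598 nm) was read kinetically; third-minus-first read gave activity.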
Pol beta inh = DNA polymerase beta (human) inhibition; Pol beta primer extension/strand displacement, fluorescence kinetic; Potency, µM (highest dose often 114 µM), without a hit: at the top dose activity change, negative = inhibition, most hits filed as inhibitors; 340,000 tested, 1.3% active; also: potency is read from the fitted curve at half-maximal effect; % is scaled to controls: 0 for no effect and ±100 for the full control effect
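Enzyme-only controls used 10 nM Pol beta; buffer lacking enzyme served as negative control. Compound preincubated 15 min, then 50 nM substrate added; 0 and 10 min reads at room temperature.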
Pol kappa inh = blocks human DNA polymerase kappa activity; Q9UBT6; purified Pol kappa, fluorescent DNA synthesis assay, 10 min; Potency, µM (series often up to 107 µM), for the others: at the top dose activity, negative = inhibition, actives largely listed as inhibitors; 400,000 tested, 0.53% active; AID 588579; also: potency is read from the fitted curve at half-maximal effect; % is scaled to controls: 0 for no effect and ±100 for the full control effect
Target sequence (Q9UBT6 whole entry, looked up): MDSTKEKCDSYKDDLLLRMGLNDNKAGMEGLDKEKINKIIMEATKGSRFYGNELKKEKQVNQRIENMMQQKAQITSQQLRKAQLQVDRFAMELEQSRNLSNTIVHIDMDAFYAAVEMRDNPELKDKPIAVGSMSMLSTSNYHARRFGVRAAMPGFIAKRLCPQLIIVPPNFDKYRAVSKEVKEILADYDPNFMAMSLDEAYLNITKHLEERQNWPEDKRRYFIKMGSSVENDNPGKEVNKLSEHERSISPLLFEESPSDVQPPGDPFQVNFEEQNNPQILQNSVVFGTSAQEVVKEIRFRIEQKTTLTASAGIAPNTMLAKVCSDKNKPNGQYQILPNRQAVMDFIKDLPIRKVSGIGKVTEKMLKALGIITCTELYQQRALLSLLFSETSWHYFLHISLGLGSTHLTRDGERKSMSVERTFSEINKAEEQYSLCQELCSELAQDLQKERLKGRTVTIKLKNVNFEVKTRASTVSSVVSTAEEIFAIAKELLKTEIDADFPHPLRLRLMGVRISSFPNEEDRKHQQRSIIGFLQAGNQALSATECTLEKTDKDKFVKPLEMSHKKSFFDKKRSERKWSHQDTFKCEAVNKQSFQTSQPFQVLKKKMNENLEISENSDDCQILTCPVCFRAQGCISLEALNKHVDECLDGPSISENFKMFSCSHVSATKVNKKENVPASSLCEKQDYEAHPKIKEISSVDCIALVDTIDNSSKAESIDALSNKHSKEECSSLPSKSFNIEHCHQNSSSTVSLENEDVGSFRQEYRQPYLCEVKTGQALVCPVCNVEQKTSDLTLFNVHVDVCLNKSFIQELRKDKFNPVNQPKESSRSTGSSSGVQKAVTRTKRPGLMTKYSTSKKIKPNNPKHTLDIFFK
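10 nM Pol kappa preincubated 15 min at room temperature with compounds, then reaction started with substrate at 50 nM final. Fluorescence read kinetically at 0 and 10 min; buffer-only wells served as negative control.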
LDHA block = inhibitors of human lactate dehydrogenase A; P00338; activity change, % (values are at about 110 or 230 µM); AID 1347041; 480,000 tested, 0.15% active; purified LDHA, NADH/diaphorase-resazurin fluorescence; active compounds read low; in the data active = activity change below about -30%; inconclusive = mostly about -25% to -30%;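 also: plate controls were DMSO wells for no effect and wells without enzyme for full effect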
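Human LDH5 at 2 nM final in Tris HCl pH 7.4 with 0.06 mM NADH and 0.2 mM pyruvate, reacted 5 minutes at room temperature. Remaining NADH coupled via diaphorase/resazurin; resorufin fluorescence read at 0 and 20 minutes, normalized to enzyme-free and DMSO wells.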
Active calls of the source: *; ? = inconclusive; . = not tested or not shown; [ ] = another dose, or the depositor's remark. Unless noted, calls follow the shape of the dose curve; as a rule, active = well fitted curve in the direction sought with a large enough effect; inconclusive = small, poorly fitted or top-dose-only effect, or another doubt; inactive = no such curve, though single readings can be large; an effect the other way counts as inactive or inconclusive.

SMILES	RGS4 inhibitor	POLH inh	ERG-DNA inh	Anesthetic bind	ALOX12 inh	APEX1 inh	Pol beta inh	Pol kappa inh	LDHA block
Cc1ccc(C)c(S(=O)(=O)N2CCN(C(C(=O)Nc3ccc(F)cc3)c3ccccc3)CC2)c1 (centres undefined)	4%	-10%	5%	8%	-15%	4%	11%	-18%	-6
Cc1cc(-c2ccc(C(C)C)c(S(=O)(=O)N3CC(=O)Nc4ccccc43)c2)on1	-9%	-3%	15%	-16%	21%	-13%	-11%	-16%	0
CC(=O)c1ccc(CCCc2ccc(C(C)=O)cc2)cc1	-6%	-9%	-3%	.	-18%	.	.	-21%	-9
Cc1c(C(=O)N(C)C(C)c2ccccn2)oc2c(F)cccc12 (centres undefined)	-9%	-21%	-5%	-22%	?	2%	0%	-6%	0
CC(Oc1ccc(Cl)cc1)c1ccc(C#N)c(=O)[nH]1 (centres undefined)	-8%	-10%	-13%	-7%	-13%	-2%	-2%	-7%	-12
CCOC(=O)N1CCN(C(=O)Cc2cccs2)CC1	1%	-3%	-1%	3%	-23%	1%	15%	-20%	-5
Cc1ccc(C(=O)N2CCC(C(=O)c3ccc(F)cc3)CC2)cc1	8%	-1%	-13%	.	-2%	.	.	-8%	1
Cc1cc(NC(=O)c2ccccc2NS(=O)(=O)c2c(C)c(C)cc(C)c2C)no1	8%	-12%	.	-13%	-8%	1%	-1%	-4%	-8
CC(C)C(=O)Nc1cccc(-c2cn3ccccc3n2)c1	12%	-13%	-12%	6%	-19%	1%	2%	-9%	-6
CN1C(=S)SC(C)(C)C1/[N+]([O-])=C/c1cccnc1 (centres undefined)	-15%	0%	-2%	-12%	1%	-1%	-2%	3%	-1
Cc1sc(NC(=O)C2C3CCC(O3)C2C(=O)O)nc1-c1ccc(CC(C)C)cc1 (centres undefined)	-14%	-18%	4%	?	-28%	-5%	-17%	-7%	1
Cc1ccc(N/C(C(Cl)=C(Cl)Cl)=C(/Cl)[N+](=O)[O-])c(C)c1	-41%	-10%	14%	?	?	-6%	-2%	0%	5
Cc1cc(C)cc(-n2ccn3cnnc3c2=O)c1	8%	-15%	0%	-2%	-11%	.	5%	-3%	?
COc1ccc(Nc2c3c(nc4nncn24)CCC3)cc1Cl	-9%	-2%	3%	-13%	-3%	.	11%	1%	-7
COc1ccc(-c2oc(=O)c3cc(OC)c(OC)cc3c2C(F)(F)F)cc1	-16%	-24%	0%	.	4%	-5%	.	0%	-9
CCOc1ccc(S(=O)(=O)N/N=C(\C)c2ccc(Cl)c(Cl)c2Cl)cc1	38%	-11%	2%	-7%	-13%	20%	4%	-8%	-11
CC(=O)Nc1ccc(S(=O)(=O)NNC(=O)c2cc3c4ccccc4n(C)c3s2)cc1	14%	6%	-4%	52%[activator]	0%	-10%	33%	0%	3
CC(C)N1CCN(Cc2cccn2-c2cccnc2)CC1CCO (centres undefined)	-18%	-7%	2%	-6%	0%	15%	27%	-4%	1
CCCCc1nnc(NC(=O)C2=COCCO2)s1	3%	-7%	-13%	-8%	-4%	-10%	4%	-3%	0
CC(C)c1ccc(NC(=O)c2ccc3c(c2)CCCN3S(C)(=O)=O)cc1	20%	-8%	4%	10%	-22%	.	0%	-4%	-5
Cc1cc(C)n2nc(C(=O)Nc3cccnc3)nc2n1	-32%	1%	1%	9%	-1%	17%	3%	-6%	-4
Cc1ccc2c(c1C)OC(=O)CC2c1ccccc1 (centres undefined)	2%	-22%	10%	?	-1%	4%	23%	0%	-2
COc1cc(C(=S)N2CCN(c3ccccc3Cl)CC2)cc(O)c1O	?	20µM*	2%	?	?	8%	10µM*	71µM*	7
Cc1cnc(NC(=O)CSc2nnc(-c3cccs3)n2C)s1	1%	5%	-8%	-24%	-8%	14%	45%	-7%	-15
CCNc1c([N+](=O)[O-])c(=O)n(CC)c2ccccc12	16%	-13%	-3%	-1%	117%[activator]	3%	28%	-8%	0
Cn1c(NC(=O)CC2CCCCC2)cc(=O)n(C)c1=O	24%	-11%	3%	-10%	0%	0%	11%	-4%	-14
N#Cc1c(NCCO)nc(NCc2ccccc2)c2c1CCN(Cc1ccccc1)C2	?	-22%	7%	106%[activator]	.	-3%	13%	-14%	12
Brc1ccccc1CN1CCC(N2CCCCC2)CC1	7%	7%	-3%	-10%	0%	-4%	25%	-11%	1
Cc1ccc(-c2cc(C(=O)NCCCn3ccnc3)c3cc(Br)ccc3n2)o1	?	?	-2%	-9%	.	-2%	-22%	?	3
Cc1cc(C)c(C#N)c(=N)o1	?	-1%	.	-4%	?	2%	22%	-12%	-1
Cc1cccc(C)c1NC(=O)CSC(=S)N1CCCC1	-13%	-4%	5%	-1%	2%	4%	15%	9%	-3
Cc1cccc(CN2CCCC(C(=O)N3CCc4ccccc4C3)C2)c1 (centres undefined)	18%	6%	0%	?	-19%	8%	28%	-24%	0
Cc1nn(CC(=O)Nc2c(F)c(F)cc(F)c2F)c(=O)c2cccn12	17%	-5%	2%	-16%	-5%	-15%	43%	-1%	-16
O=C(Cc1ccc([N+](=O)[O-])cc1)Nc1cccc(C(=O)N2CCCCC2)c1	-13%	-6%	13%	.	-13%	-1%	.	-4%	-5
COC(=O)CCSCC(=O)Nc1ccc(C)c(S(=O)(=O)N2CCCCC2)c1	-4%[56.9 µM]	-12%	-1%	2%	9%	0%	-8%	13%	1
CCOc1ccc(CCNC(=O)CSc2n[nH]c(N)n2)cc1OCC	-34%	3%	-14%	-2%	.	12%	2%	-7%	-5
CCOC(=O)N1CCC(N2CCN(S(=O)(=O)c3ccc(C)cc3)CC2)CC1	24%	-1%	-8%	-3%	?	-1%	-8%	-9%	-22
O=C(N/N=C/c1ccc(O)cc1)c1cc(C2CC2)[nH]n1	29%	-22%	4%	-7%	478%[activator]	-10%	-3%	-12%	-2
COc1ccc(Cl)cc1NC(=O)C1Cc2cc(S(=O)(=O)N3CCCC3)ccc2N1C(C)=O (centres undefined)	12%	-2%	3%	-9%	-6%	-2%	-2%	-15%	-1
COc1ccc(-c2cnnc(N/N=C/c3ccc(C)o3)n2)cc1	?	-14%	1%	-13%	-9%	3%	3%	-12%	-7
COC(=O)c1cc(OC)c(OC)cc1NC(=O)c1csc(C)c1	46%	6%	-12%	-7%	0%	29%	-3%	-8%	-3
CCOCc1nnc(NC(=O)c2cc(OC)c(OC)cc2[N+](=O)[O-])s1	3%	5%	-4%	-16%	-7%	4%	32%	-13%	4
Cc1ccc(C(=O)N2CCN(c3ccccc3)CC2)cc1C	9%	-5%	.	-10%	-18%	1%	1%	0%	4
COCCNC(=O)CN(Cc1ccc(OC)cc1)C(=O)CCC(=O)Nc1nccs1	29%	-12%	-2%	1%	-4%	68%[activator]	-22%	-6%	0
COc1ccc(C)cc1NC(=O)NC1CCCc2ccccc21 (centres undefined)	6%	3%	-1%	-8%	0%	11%	0%	-8%	1
CN(Cc1ccccc1)C(=O)c1ccc(NC2=NC3CS(=O)(=O)CC3S2)cc1 (centres undefined)	30%	0%	0%	-4%	21%	13%	14%	-5%	-6
COCCCNC(=O)c1sc2nc(C)c(C(=O)Nc3ccc(C)cc3C)c(-c3ccccc3Cl)c2c1N	2%	-21%	3%	57%[activator]	?	.	-24%	0%	0
CCOC(=O)c1ccc(NC(=S)Nc2ccc(Br)cc2N)cc1	-36%	-21%	11%	.	?	.	.	-11%	-1
O=C(CSc1ncccn1)Nc1cccc(S(=O)(=O)N2CCOCC2)c1	14%	-13%	-16%	.	6%	8%	.	-3%	-1
COc1ccc(C/C(C)=N/NS(=O)(=O)c2ccc(Br)cc2)cc1	-5%	-18%	-1%	-11%	?	6%	-15%	6%	-16

(list continues)
SMILES	RGS4 inhibitor	POLH inh	ERG-DNA inh	Anesthetic bind	ALOX12 inh	APEX1 inh	Pol beta inh	Pol kappa inh	LDHA block
CCN(CC(=O)NC(=O)NCc1ccccc1)CC(=O)Nc1cc(Cl)ccc1C	6%	-22%	-7%	.	3%	46%[activator]	.	1%	-1
Cc1ccc(S(=O)(=O)c2c(N)n(Cc3ccco3)c3nc4ccccc4nc23)cc1	?	-8%	18%	103%[activator]	?	-4%	0%	-22%	0
O=C(Cc1nnc(NC(=O)Nc2ccc(F)cc2)s1)NCc1ccccc1	10%	-5%	11%	4%	217%[activator]	8%	-13%	-1%	-16
CCCNC(=O)C(Cc1ccccc1F)NC(=O)c1ccc(C#N)cc1 (centres undefined)	-7%	-5%	13%	.	6%	-8%	.	9%	-2
COc1cc(/C=C/C(=O)c2ccc(O)cc2)ccc1OCC#N	-3%	-6%	2%	4%	-20%	24%	4%	-14%	-4
O=C(NCc1ccccc1)[C@@H]1CSC2c3ccccc3C(=O)N21 (some centres undefined)	-7%	-13%	-7%	?	5%	-1%	-12%	-5%	-8
Cc1cc(NC(=O)CN2C(=O)N(C)C3(CCCCC3)C2=O)ccc1Br	-15%	-9%	-14%	.	?	9%	.	-6%	-3

Pol beta inh: what is marked active above.
SMILES | RGS4 inhibitor | POLH inh | ERG-DNA inh | Anesthetic bind | ALOX12 inh | APEX1 inh | Pol beta inh | Pol kappa inh
COc1cc(C(=S)N2CCN(c3ccccc3Cl)CC2)cc(O)c1O | ? | 20µM* | 2% | ? | ? | 8% | 10µM* | 71µM*

A portion of the library; rates above refer to the full screens.
